High-throughput results deposited in PubChem by National Center for Advancing Translational Sciences (NCATS).
RGS12 GoLoco inh: RGS12 GoLoco-Gai1 interaction inhibition; P63096; Gai1:RGS12 GoLoco peptide FP, rhodamine, 10 min; Potency, µM (top dose mostly 61.6 µM), inactives show at the highest dose activity, negative = inhibition, most hits filed as inhibitors; 0.44% of 230,000 active; AID 880; active means well fitted inhibition curve with a large enough effect, not every such curve was filed as active; inactive means no such curve, though single readings can be large or run the other way; further: nearly all actives have a fitted effect of over 30% in size; many of its hits are not listed in these tables
TexasRed fluor: Texas Red fluorescence interference in TRb-SRC2 counter-screen; Potency, µM (series often up to 106 µM), without a hit: top-dose fluorescence change, negative = quenching; AID 1479; 0.29% of 280,000 active; TRb/SRC2 Texas Red total fluorescence interference; active means well fitted curve in either direction with a large enough effect; inconclusive means small, poorly fitted or top-dose-only effect
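Human TRb ligand-binding domain at 0.6 uM with 20 nM Texas Red SRC2 peptide in Tris buffer containing 1 uM T3 and 5% DMSO, incubated with compound 5 h at ambient temperature. Total fluorescence (555/632 nm) calculated as parallel + 2 × perpendicular.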
L3MBTL1 block: L3MBTL1 (human) inhibition; Q9Y468; AlphaScreen L3MBTL1–H3K9me1 peptide binding; Potency, µM (doses to about 57.1 µM), without a hit: at the highest dose activity, negative = inhibition, actives largely listed as inhibitors; 0.66% of 230,000 active; AID 485360; further: nearly all actives have a fitted effect of over 60% in size
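Displacement of a biotinylated histone H3(1-15) peptide monomethylated at Lys9 (75 nM) from L3MBTL1 (50 nM) was measured by AlphaScreen after a 30 min room-temperature compound incubation; cefsulodin titration served as intraplate control.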
RECQ1 inh: RECQ1 (human) helicase inhibition. RECQ1 DNA unwinding, red fluorescence kinetic read. AID 2549. 0.54% of 240,000 active. Potency, µM (series often up to 57.3 µM), inactives show at the top dose activity, negative = inhibition, usual class: inhibitors. P46063;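 further: plate controls were vehicle for no effect and no enzyme for full effect; nearly all actives have a fitted effect of over 30% in size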
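RECQ1T1 50 nM; forked duplex (20 bp + 30-nt ss tails) 200 nM, ATP 2 mM final; pH 8.0, 2 mM MgCl2, 2.5 ug/ml poly(dI-dC); 15 min compound preincubation; discontinuous kinetic read over 2 h at RT.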
Tau ThT inhib: blocks human tau fibril formation measured by thioflavin T | P10636 | recombinant tau K18 P301L (four-repeat tau fragment), heparin-induced fibrillization, ThT fluorescence | Potency, µM (titrated, usually from 57.4 µM), inactives show top-dose activity, negative = inhibition, actives largely listed as inhibitors | 2.1% of 270,000 active; further: nearly all actives have a fitted effect of over 55% in size
Target sequence (P10636 561-689 P618L limits assumed): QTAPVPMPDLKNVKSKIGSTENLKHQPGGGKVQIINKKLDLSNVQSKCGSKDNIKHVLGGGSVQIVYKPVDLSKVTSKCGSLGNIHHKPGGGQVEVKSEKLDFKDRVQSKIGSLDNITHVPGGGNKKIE
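In this qHTS, human K18 P301L tau is incubated with compound and heparin for 6 hr at 37 C, and Thioflavin T fluorescence then reports fibril load.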
TRb SRC2 PPI: inhibitors of human thyroid hormone receptor beta-SRC2 interaction. P10828. TRbeta-SRC2 peptide binding, fluorescence polarization; receptor liganded with 1 µM T3. Potency, µM (highest dose often 106 µM), for the others: at the top dose activity change, negative = inhibition, hits mostly inhibitors. 0.065% of 280,000 active;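 further: plate controls were bound peptide for no effect and peptide without receptor for full effect; nearly all actives have a fitted effect of over 50% in size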
Target sequence (P10828 whole entry, looked up): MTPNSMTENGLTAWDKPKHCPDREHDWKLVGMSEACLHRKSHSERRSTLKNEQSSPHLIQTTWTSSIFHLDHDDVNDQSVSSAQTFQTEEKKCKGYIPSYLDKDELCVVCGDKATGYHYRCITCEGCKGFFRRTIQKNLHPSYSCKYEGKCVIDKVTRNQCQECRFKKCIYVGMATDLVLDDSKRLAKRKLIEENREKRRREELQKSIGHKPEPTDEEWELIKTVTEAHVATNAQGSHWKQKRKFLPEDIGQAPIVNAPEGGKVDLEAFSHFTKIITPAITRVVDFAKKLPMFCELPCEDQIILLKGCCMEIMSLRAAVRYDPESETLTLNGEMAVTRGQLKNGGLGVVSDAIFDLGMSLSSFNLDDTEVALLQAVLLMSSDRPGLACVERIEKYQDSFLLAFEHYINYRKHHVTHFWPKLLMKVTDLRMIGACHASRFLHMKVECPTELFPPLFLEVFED
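Decrease in fluorescence polarization of 20 nM Texas Red SRC2 coactivator peptide flagged inhibition of its binding to 0.6 uM TRb LBD; 1 uM T3 included, incubation 5 hr, ex 555/em 632 nm.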
Tau fibril FP: inhibitors of human tau fibril formation; K18 P301L tau heparin fibrillization, Alexa594 FP, 6 h; Potency, µM (doses to about 57.7 µM), for inactives: at the highest dose activity, negative = inhibition, most hits filed as inhibitors; 0.39% of 280,000 active; AID 1468; further: nearly all actives have a fitted effect of over 55% in size
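Recombinant K18 P301L […], labeled with Alexa 594 at 0.24 uM over 15 uM unlabeled; heparin inducer 20 uM final; 37 C, 6 hr; FP endpoint.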
JMJD2E inh: JMJD2E (human) inhibition; B2RXH2; JMJD2E catalytic domain, FDH-coupled NADH fluorescence (FDH is formaldehyde dehydrogenase); Potency, µM (titrated, usually from 57.1 µM), without a hit: at the top dose activity change, negative = inhibition, usual class: inhibitors; 1.6% of 230,000 active; active means well fitted inhibition curve with a large enough effect, not every such curve was filed as active; inconclusive means small, poorly fitted or top-dose-only effect, or another doubt; inactive means no such curve, though single readings can be large or run the other way;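 further: 0% = wells with enzyme and -100% = buffer wells without enzyme; nearly all actives have a fitted effect of over 50% in size; many of its hits are not listed in these tables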
Target sequence (B2RXH2 1-337 limits assumed): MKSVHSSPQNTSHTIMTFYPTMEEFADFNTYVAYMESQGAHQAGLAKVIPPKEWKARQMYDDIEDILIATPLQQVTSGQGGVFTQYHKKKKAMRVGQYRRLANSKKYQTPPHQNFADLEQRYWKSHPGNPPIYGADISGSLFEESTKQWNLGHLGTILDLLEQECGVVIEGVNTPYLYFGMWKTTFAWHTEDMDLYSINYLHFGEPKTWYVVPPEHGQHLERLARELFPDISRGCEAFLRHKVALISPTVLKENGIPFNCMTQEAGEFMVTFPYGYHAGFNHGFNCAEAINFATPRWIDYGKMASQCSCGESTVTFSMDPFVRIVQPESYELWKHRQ
Starred values were filed as active, the others as inactive; i = inactive; ? = inconclusive; nt = not tested or not shown; [ ] = dose if it differs, or a comment. Unless noted, the call rests on the fitted dose curve; in most records, active means well fitted curve in the direction sought with a large enough effect; inconclusive means small, poorly fitted or top-dose-only effect, or another doubt; inactive means no such curve, though single readings can be large; an effect the other way counts as inactive or inconclusive. Unless noted, on the % scale 0 is the no-effect control and ±100 the full control effect; potency means the concentration at half of the fitted maximal effect.

Every second line gives: RECQ1 inh, RGS12 GoLoco inh, TRb SRC2 PPI, TexasRed fluor, JMJD2E inh, Tau ThT inhib, L3MBTL1 block, Tau fibril FP
COc1ccc(/C=N\NC(=O)COc2ccc(C(C)(C)C)cc2)cc1Cn1nc(C)cc1C
    -6.5%, 6.2%, -13.2%, 2.6%, 2.3%, -5.4%, nt, -20.2%
Cc1onc(-c2ccccc2Cl)c1C(=O)N1CCN=C1SCc1cccnc1
    -2.5%, 2.4%, -0.3%, -6.7%, 5.8%, -8.7%, -1.4%, 3.2%
COc1ccc(Cl)cc1NC(=S)N1CCN(c2ncccn2)CC1
    i, 22.2%, -4.5%, 2.4%, -1.0%, -2.2%, -18.5%, -13.0%
COc1ccc(-c2ocnc2C(=O)Nc2ccccc2N2CCCCC2)cc1
    i, 6.7%, 0.5%, -1.5%, ?, -16.1%, -10.4%, -11.4%
Cc1ccc(/C=N/N2C(=O)C3C(C2=O)C2C=CC3C23CC3)o1 (stereo unspecified)
    0.0%, 1.9%, 1.5%, 1.5%, -0.5%, -9.1%, 2.3%, 8.6%
CCc1nc2sc3c(=O)[nH]cnc3c2c2c1CSC(C)(C)C2
    -0.7%, -4.9%, 0.4%, -1.7%, ?, -18.9%, -6.0%, -11.0%
COc1nc(-c2ccc(C)cc2)ccc1-c1noc(-c2ccccc2Br)n1
    nt, nt, 7.6%, -5.5%, nt, -17.9%, nt, -6.3%
CCOc1ccc(S(=O)(=O)Nc2cc(S(=O)(=O)N(CC)CC)ccc2N2CCCC2)cc1
    -13.1%, 2.2%, 0.2%[53 µM], -0.6%[53 µM], -26.7%, -15.1%, -11.6%, ?
COC(=O)c1[nH]c(=O)c2ccccc2c1O
    -3.5%, 8.8%, -3.7%, -2.2%, ?, -12.4%, -4.1%, -5.2%
COc1ccc(-c2noc(CSc3nc(N)cc(=O)[nH]3)n2)cc1OC
    nt, nt, -0.3%, -2.9%, nt, -13.2%, nt, -0.5%
O=C(c1ccc(CS(=O)(=O)c2ccccc2)o1)N1CCOCC1
    0.1%, -22.8%, 9.8%, 0.0%, -2.0%, -12.0%, nt, 0.9%
O=C(CCc1nc(-c2ccccc2)no1)Nc1cc(C(F)(F)F)ccc1Cl
    -10.2%, 0.5%, -2.2%, -4.6%, 8.0%, -2.3%, 44.1%[activator], -12.0%
COc1ccc(/C=C/C(=O)C2CC2)cc1COc1cccc(C)c1C
    -14.8%, 4.4%, 2.3%, -4.6%, 1.9%, ?, 31.0%[activator], -0.6%
CCN(CC)P(=O)(C(NC(=O)OC)C(F)(F)C(F)(F)C(F)(F)C(F)F)N(CC)CC (stereo unspecified)
    -11.5%, 7.5%, -15.6%, 0.5%, 1.8%, -4.1%, -0.5%, 14.6%
Cc1ccccc1-c1cc(C(=O)Nc2nc3c(s2)CCCC3)c2ccccc2n1
    -1.6%, 1.6%, -17.6%, -1.8%, ?, -14.9%, -15.1%, -0.4%

Further structures follow.
Every second line gives: RECQ1 inh, RGS12 GoLoco inh, TRb SRC2 PPI, TexasRed fluor, JMJD2E inh, Tau ThT inhib, L3MBTL1 block, Tau fibril FP
Nc1nc(F)cc(N2CCCCCC2)n1
    -4.9%, -3.1%, 4.9%, -0.6%, 0.4%, -6.3%, nt, -1.7%
CC(C)(C)c1cc(C(=O)N/N=C/c2ccc([N+](=O)[O-])s2)n[nH]1
    6.1%, 3.8%, -3.0%, -3.0%, 0.2%, ?, 8.1%, 3.7%
CCn1cc(C(=O)NCCc2ccc(OC)c(OC)c2)c(=O)c2cc(S(=O)(=O)N3CCC(C)CC3)ccc21
    nt, nt, -6.1%, -0.9%, nt, -16.2%, nt, 2.8%
O=C(CNC(=O)c1ccccc1Br)N/N=C/c1ccccc1O
    i, 2.8%, -0.6%, -0.7%, 25.1µM*, 1.5%, -10.6%, 1.9%
O=C(Nc1c2c(nn1-c1ccc(Cl)cc1)CS(=O)(=O)C2)c1ccccc1F
    nt, nt, -7.4%, -1.1%, nt, -3.5%, nt, 0.9%
O=C(CSc1ccccc1)Nc1nnc(/C=C/c2ccccc2)s1
    -13.3%, nt, -3.4%, 0.8%, ?, 5.3%, 6.8%, 3.8%
CCOc1cccc(C2C(C(=O)c3ccco3)=C(O)C(=O)N2Cc2ccncc2)c1 (stereo unspecified)
    ?, -1.2%, -7.5%, -1.5%, -3.8%, -7.8%, -4.6%, -14.9%
CCN(CC(=O)NC(=O)NCc1ccco1)Cc1nc2ccccc2c(=O)[nH]1
    -4.1%, 10.3%, 2.8%, -5.4%, -21.3%, ?, 1.4%[11.4 µM], -13.0%
CCC(=O)Nc1ccccc1C(=O)N1CCOCC1
    -11.4%, -2.4%, 2.0%, 2.9%, -3.1%, 5.3%, 0.1%, -2.5%
O=C(CS(=O)(=O)c1ccccc1)NC1CCCCC1
    i, 4.6%, -0.5%, 5.1%, 9.7%, -0.2%, -7.6%, -4.5%
COc1ccccc1CNC(=O)C1CCCN(S(=O)(=O)c2ccc3c(c2)CCCN3C(C)=O)C1 (stereo unspecified)
    nt, nt, 2.9%, -3.6%, nt, -7.9%, nt, -3.3%
O=C(O)CC12CC3CC(C1)CC(n1ncc(NCc4ccc(F)cc4Cl)c(Cl)c1=O)(C3)C2
    i, 2.1%, -1.5%, -1.1%, 3.4%, -16.9%, nt, -5.1%
C/C=C(\C)[C@H](O)C[Si](C)(C)c1ccccc1
    -6.8%, 2.9%, 3.5%, -2.4%, 2.9%, 0.4%, nt, 3.4%
CCN(CC)CCOC(=O)c1ccc2c(c1)OCCO2
    -1.6%, 3.8%, -9.6%, 3.4%, -2.2%, 2.6%, nt, -3.1%
Cc1nn(CC(=O)Nc2cccc(S(N)(=O)=O)c2)c(C)c1[N+](=O)[O-]
    9.6%, -12.6%, 12.0%, -2.1%, 4.8%, 5.2%, -12.0%, 4.1%

Remaining list, next part
Every second line gives: RECQ1 inh, RGS12 GoLoco inh, TRb SRC2 PPI, TexasRed fluor, JMJD2E inh, Tau ThT inhib, L3MBTL1 block, Tau fibril FP
CC12CCC(C/C1=N\OC(=O)c1ccc(F)cc1)C2(C)C (stereo unspecified)
    -3.3%, -5.7%, 7.5%, -3.6%, 7.9%, -3.1%, 7.8%, 6.7%
O=C(NCC1COc2ccccc2O1)c1ccc(NC(=O)C(c2ccccc2)c2ccccc2)cc1 (stereo unspecified)
    -5.6%, -1.9%, 6.2%, 0.4%, -2.0%, 7.9%, 11.6%, ?
O=C(Nc1ccccc1F)c1nc(SCc2ccccc2F)ncc1Cl
    nt, nt, -10.1%, 0.9%, nt, -2.8%, nt, ?
O=C(Cc1ccc(S(=O)(=O)N2CCCC2)s1)N1CCOCC1
    -5.6%, 4.5%, -2.2%, -1.6%, 1.9%, 3.6%, -3.4%, 0.0%
CCCCc1ccc(S(=O)(=O)Nc2ccc(C)c(NS(C)(=O)=O)c2)cc1
    -1.7%, -15.5%, 1.7%, 2.5%, 1.3%, 4.0%, -10.2%, 3.5%
Cc1ccc2nc(SC(C)C(=O)Nc3cccc([N+](=O)[O-])c3)[nH]c2c1 (stereo unspecified)
    -6.1%, -6.7%, -7.1%, -2.7%, -3.3%, 0.9%, -13.6%, 3.8%
CCSC1=NC2(CCN(C(=O)NC3CCCCC3)CC2)N=C1c1ccc(C)cc1
    nt, nt, 1.3%, -2.4%, nt, -6.9%, nt, -0.6%
COc1cccc2cc(C(=O)NCCc3c(C)[nH]c4ccc(Br)cc34)c(=O)oc12
    nt, nt, -29.5%[53 µM], -85.8%[53 µM], nt, ?, nt, ?
Cc1[nH]n(-c2ccc(Cl)cc2)c(=O)c1/C=N/c1nnc(-c2ccccc2)s1
    12.9%, 5.9%, -0.1%, 1.5%, -19.1%, -11.3%, 5.6%, 6.7%
COc1ccc(NC(=O)c2sccc2SCc2cccc(C(F)(F)F)c2)cc1
    -9.9%, 5.8%, 0.6%, -2.5%, -16.5%, -13.6%, 36.6%[activator], ?
CC(C)N(CC(N)=O)C(=O)c1sc2cc(F)ccc2c1Cl
    -5.7%, 8.8%, -3.8%, 1.1%, 2.5%, 4.9%, -1.5%, -1.3%
COc1cccc(Nc2nnc(SCn3nnc4ccccc4c3=O)s2)c1
    -16.2%, 0.8%, -5.8%, -0.1%, 2.2%, -14.4%, 2.1%, -12.7%
COC(=O)c1ccc(NC(=O)CSc2nccn2CCc2ccccc2)cc1
    -6.1%, -1.3%, 0.9%, -1.9%, 1.5%, -12.6%, nt, -7.0%
Cc1ccc(S(=O)(=O)C2(C(=O)Nc3ccc(Br)cc3)CC2)cc1
    1.4%, 3.2%, 4.1%, -0.9%, 12.7%, -9.6%, nt, -0.8%
COc1cc(SC)ccc1C(=O)N1CCN(c2ccccc2F)CC1
    i, 9.5%, -7.3%, -2.3%, -0.3%, -2.5%, -6.8%, 3.6%

Next section:
Every second line gives: RECQ1 inh, RGS12 GoLoco inh, TRb SRC2 PPI, TexasRed fluor, JMJD2E inh, Tau ThT inhib, L3MBTL1 block, Tau fibril FP
S=c1[nH]nc(Cc2ccccc2)n1Cc1ccco1
    -1.8%, 1.8%, -16.6%, -0.9%, -7.3%, -10.3%, ?, -5.1%
Cn1c(=O)c2c(nc3sccn32)n(C)c1=O
    8.8%, 6.0%, -25.7%, 2.7%, 6.1%, 2.1%, 3.5%, 6.6%
COC(=O)NC(=S)N1CCOCC1
    -1.9%, -6.8%, -3.9%, 0.1%, 1.7%, -7.0%, 8.0%, 2.1%
O=C(NCc1ccccn1)NC12CC3CC(CC(C3)C1)C2
    0.7%, 6.9%, 11.4%, -1.6%, -1.4%, -8.9%, 11.0%[11.4 µM], 0.0%
CCOc1ccc(NC(=O)COC(=O)CCCc2c[nH]c3ccccc23)cc1
    -10.7%, -7.9%, -15.9%, -0.8%, -11.8%, ?, -17.2%, 14.2%
CCOC(=O)CCc1c(C)c2ccc(OCc3nn[nH]n3)cc2oc1=O
    2.6%, 2.0%, 8.8%, 2.0%, ?, -1.9%, 6.8%, 0.7%
COc1cc(Cl)cc(C2NC(=O)NC(C)=C2C(C)=O)c1OCC(=O)O (stereo unspecified)
    i, -1.4%, 3.8%, -2.1%, -4.6%, -2.1%, nt, 0.1%
CCCc1cc(=O)c2c(O)cccc2o1
    -1.0%, 4.1%, -1.0%, 1.7%, -5.4%, -4.2%, 1.0%, -7.9%
Cc1ccc(Cl)cc1NC(=S)N(CCCN1CCOCC1)Cc1ccco1
    i, 2.2%, 2.2%, 0.0%, 3.4%, -4.9%, 25.1%, -0.2%

A portion of the library, so the mix of outcomes need not match the whole.
